From PubChem
ST2 inh: IL1RL1 inhibition. Q01638. AlphaLISA ST2-Fc/biotin-IL-33 interaction, 1 h. inhibition, % for hits at 17 µM. hit rate 2.3% among 78,000. AID 1259354; in the data active = inhibition above about 30%; inconclusive = mostly about 10% to 28%
Target sequence (Q01638 whole entry, looked up): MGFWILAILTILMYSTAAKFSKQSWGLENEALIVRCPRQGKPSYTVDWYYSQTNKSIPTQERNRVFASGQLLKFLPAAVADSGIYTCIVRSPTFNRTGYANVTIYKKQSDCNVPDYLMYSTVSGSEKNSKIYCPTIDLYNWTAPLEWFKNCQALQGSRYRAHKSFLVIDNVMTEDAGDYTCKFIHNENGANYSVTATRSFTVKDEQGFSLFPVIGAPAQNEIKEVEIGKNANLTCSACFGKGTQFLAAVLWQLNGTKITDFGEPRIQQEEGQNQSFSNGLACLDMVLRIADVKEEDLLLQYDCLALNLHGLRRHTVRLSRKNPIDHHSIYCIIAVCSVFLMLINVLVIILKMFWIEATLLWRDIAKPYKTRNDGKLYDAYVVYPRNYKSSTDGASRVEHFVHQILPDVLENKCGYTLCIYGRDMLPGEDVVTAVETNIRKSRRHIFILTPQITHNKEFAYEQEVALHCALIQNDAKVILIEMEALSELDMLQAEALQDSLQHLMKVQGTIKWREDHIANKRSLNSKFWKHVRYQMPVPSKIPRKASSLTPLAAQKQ
Starred values were filed as active, the others as inactive; i = inactive; u = inconclusive.

SMILES | ST2 inh
CCOC(=O)c1ccccc1NC(=O)CN1CCCN(Cc2cccc(F)c2)S1(=O)=O | u
CCN1CCCC1CNS(=O)(=O)c1cc(Br)cc2c1N(C(=O)C1CC1)CC2 (centres undefined) | i
COC(=O)C1C(=O)C2=C(CC1C)NC(C)=C(C(=O)OC1CCCCC1)C2c1ccc(OC)cc1 (centres undefined) | i
Nc1ccnc(-c2cccc3[nH]ccc23)c1 | i
CCOCCCNC(=O)C1c2c(n(C)c3ccccc23)SCC(=O)N1Cc1ccccc1Cl (centres undefined) | i
COc1ccc2c(c1)oc(=O)n2CN1CCN(Cc2ccc3c(c2)OCO3)CC1 | i
O=S(=O)(c1ccc(F)cc1)N1CCN(c2ccccc2)CC1 | i
NC(=O)/C(=C/c1ccc2c(c1)OCO2)NC(=O)c1ccccc1Cl | i
COc1ccccc1C1SCCN1S(=O)(=O)c1ccccc1 (centres undefined) | i
Fc1ccccc1Nc1nc2nonc2nc1N1CCN(Cc2ccccc2)CC1 | u
N=c1ccn2c(n1)O[C@H]1[C@H](O)[C@@H](CO)O[C@H]12 | i
CC1CCc2[nH]nc(C(=O)N3CCC4(CC3)C(=O)N(C)c3ccccc34)c2C1 (centres undefined) | i
CC(=O)N(CC(C)(C)CC=C(C)C)c1ccccc1 | i
COC(=N)CN1C(=O)c2ccccc2S1(=O)=O | i
Cn1cc(SCC(=O)N2CCCC3(CC2)CNC(=O)O3)c2ccccc21 (centres undefined) | u
Cc1cccn2c(CNC(=O)CCn3cncn3)cnc12 | u
Cc1cc(C)nc(SCC(=O)N=C2NC(=O)CS2)n1 | i
O=[N+]([O-])C1C(c2ccccc2)=NOC1c1ccccc1O (centres undefined) | i
CC(C)CCNC(=O)c1cc(-c2cccs2)nc2ccccc12 | u
COCC(=O)N1CCCN(CCn2c(=O)oc3ccccc32)CC1 | i
CC(C)c1nccc(C(=O)N2[C@@H]3CC[C@H]2CNC(=O)C3)n1 | u
COc1cccc(Cn2c(CNC(=O)c3ccc(N(C)C)cc3)nc3cccnc32)c1 | i
COc1cc(OC)cc(C(=O)NCC2CCCN(C(=O)C3=CCCC3)C2)c1 (centres undefined) | u
O=C(Nc1ccc(N2CCN(C(=O)c3ccccc3)CC2)cc1)c1ccc(-c2ccccc2)cc1 | i

Three entries from above, with each value named:
Cc1cc(C)nc(SCC(=O)N=C2NC(=O)CS2)n1
  ST2 inh: i

O=[N+]([O-])C1C(c2ccccc2)=NOC1c1ccccc1O (centres undefined)
  ST2 inh: i

CC(C)CCNC(=O)c1cc(-c2cccs2)nc2ccccc12
  ST2 inh: u

Going on with the list.
SMILES | ST2 inh
O=C(c1cn(Cc2ccc(F)cc2Cl)nn1)N1CCC(C2CCCCC2)C1 (centres undefined) | i
CC1=C(C(N)=O)C(c2ccccn2)n2nc(SCc3ccccc3Cl)nc2N1 (centres undefined) | i
CCN(c1ccccc1)S(=O)(=O)c1ccc(CC(C)C)cc1 | i
COc1ccccc1C(=O)C1CCCN(C(=O)CN2C(=O)c3ccccc3C2=O)C1 (centres undefined) | i
Cc1cc(NC(=O)Cc2ccc(F)cc2)nc2c1c(=O)oc1ccccc12 | i
COc1cc2c(cc1OC)C1(CCCC1)CNC2c1cccc([N+](=O)[O-])c1 (centres undefined) | i
CCOc1ccccc1OCCCCOc1ccc([N+](=O)[O-])cc1 | i
Cc1nnc(SCC(=O)Nc2ccccc2Br)s1 | i
COC(=O)c1nnn(CC(=O)Nc2ccc(Br)cc2)c1N | u
O=C1Cc2ccccc2C(c2ccc(Cl)cc2)N1 (centres undefined) | i
COc1cc(Cl)c(C)cc1NC(=O)CNC(=O)Cn1ccc2ccccc2c1=O | u
COc1ccc(OC)c(C2C3CCCC=C3C(C#N)=C(N)C2(C#N)C#N)c1 (centres undefined) | i
Cc1nc2c(C(=O)NCc3cccnc3)c[nH]n2c(=O)c1Cc1ccc(F)cc1Cl | i
CCCS(=O)(=O)N1CCCC(C(=O)NCCCOCC)C1 (centres undefined) | i
COc1ccc(N(C)C(=O)CNS(=O)(=O)c2cccs2)cc1 | i
COc1cc(C(=O)Nc2ncccc2Cl)cc(OC)c1OC | i
O=[N+]([O-])c1c(Cl)ncnc1N1CCCCCC1 | i
CCOCCCNC(=O)C1(O)c2cc(Br)ccc2NC(=O)N1c1ccc(C)c(C)c1 (centres undefined) | u
Cc1ccc(C(=O)Nc2ccc3c(c2)Cc2ccccc2-3)cc1 | i
O=C1C(Nc2ccc(O)cc2)=C(n2nnc3ccccc32)C(=O)c2ccccc21 | 47%*
CCCCN(C)Cc1ccnc2ccccc12 | i
CCSc1nnc2c(n1)OC(c1ccc(C)s1)N(C(C)=O)c1ccccc1-2 (centres undefined) | i
O=C(Nc1c2c(nn1-c1ccc(F)cc1)CS(=O)C2)c1c(F)cccc1F (centres undefined) | i
COc1ccccc1CNS(=O)(=O)c1cc(Br)cc2c1N(C(=O)C1CC1)CC2 | i
Cc1ccc(C(=O)CSc2nc3ccccc3c(=O)n2-c2ccccc2)s1 | i
O=C(Nc1ccc([N+](=O)[O-])cc1Cl)C(c1ccccc1)c1ccccc1 | u
CCN(Cc1ccccc1)Cc1ccc([N+](=O)[O-])cc1 | i
CCOC(=O)C1CCCN(C2CCN(Cc3nc(CCc4ccccc4)no3)CC2)C1 (centres undefined) | i
Cc1c(Br)c([N+](=O)[O-])nn1CCCC(=O)NC(C)c1ccccc1 (centres undefined) | u
CCOC(=O)c1nn(CCC(F)(F)F)c2c1CN(C(=O)CCc1ccc3c(c1)OCO3)CC2 | u
Cn1c(C(=O)NCCCN2CCOCC2)cc2c(=O)n3ccccc3nc21 | i
CC(=O)c1ccc(NC(=O)CCC2CCCCC2)cc1 | i
COC(=O)c1ccccc1NS(=O)(=O)c1ccc2c(c1)CCC(=O)N2 | i
CN(C)c1ccc(C2CC(c3ccc(Br)cc3)=NN2C(=O)CCCC(=O)O)cc1 (centres undefined) | u
COc1ccc(N(CC(=O)Nc2ccccc2F)S(=O)(=O)c2ccc(C)c([N+](=O)[O-])c2)cc1 | u
CCSc1nc2c(c(=O)[nH]1)C(c1ccc(N(C)C)cc1)C1=C(CC(C)(C)CC1=O)N2 (centres undefined) | i
COc1ccccc1OCCOc1ccccc1Cl | i
NS(=O)(=O)c1ccc(Oc2ccc([N+](=O)[O-])cc2)cc1 | i
COc1ccc(C2C(C(=O)NC3CCCCC3)c3cc(OC)c(OC)cc3C(=O)N2C)cc1 (centres undefined) | u
CCOc1ncccc1C(=O)N1CCCN(C(=O)c2ccco2)CC1 | i
CCc1sc2sncc2c1Br | i
O=C(NCc1ccccn1)C(Sc1ccccc1)c1ccccc1 (centres undefined) | i
N#Cc1ccc(C(=O)Nc2ccc(-c3nc4ccccc4s3)cc2)cc1 | 32%*
O=C(O)c1ccc(CNCc2cccc(Oc3ccccc3)c2)cc1 | i
COc1cc(OC)c(C2C(C#N)=C(N)OC3=C2C(=O)CC(C)(C)C3)cc1Br (centres undefined) | i
CCc1ccc(OCC(=O)Nc2ccc(Cl)cc2C)cc1 | i
CN(Cc1cccc2cccnc12)C(=O)c1cn(CC2CCCNC2)nn1 (centres undefined) | u
Clc1ccc(OC2=C(c3ccccc3)N3CCN=C3S2)cc1 | 45%*
O=C(CN1C(=O)CCSc2ccccc21)Nc1ccc2c(c1)OCO2 | i
O=C(Cn1cnc2ccccc2c1=O)N(c1ccccc1)c1ccccc1 | i
c1ccc2c(N3CCOCC3)c3c(nc2c1)CCC3 | i
CCn1c(C2CCCN(C(=O)NC(C)(C)CC(C)(C)C)C2)nn(C)c1=O (centres undefined) | i
CN1C(=O)C(=Cc2ccccc2OCc2ccccc2F)C(=O)N(C)C1=O | i
c1nc(NCc2ccsc2)c2[nH]cnc2n1 | u
Cc1nc([N+](=O)[O-])c(N2CCN(C)CC2)n1Cc1ccccc1 | i
O=C(O)c1cccc(NC(=O)c2ccccc2F)c1 | i
Cc1cc(C(=O)N(C)CC2=CCCN(C[C@@H](O)CO)C2)c(C)o1 | u
CCCc1ncncc1C(=O)N1CCc2[nH]nc(-c3ccccc3F)c2C1 | i
CCN(CC1CCCO1)C(=O)c1ccc2ncsc2c1 (centres undefined) | u
Cc1cc2c(cc1CN1CCCCC1CCN1CCN(C)CC1)OCO2 (centres undefined) | u

More entries:
SMILES | ST2 inh
O=C(NCCn1cc(SCC(=O)N2CCOCC2)c2ccccc21)c1ccc(F)cc1 | u
O=C(O)CSc1nc(-c2ccccc2)c(-c2ccccc2)[nH]1 | i
c1csc(C2=NN3C(C2)c2ccccc2OC32CCCC2)c1 (centres undefined) | i
O=C(CSc1nnc2c(n1)[nH]c1ccccc12)NCCc1ccccc1 | i
O=c1c2ccccc2ncn1CCOc1ccc(Cl)cc1Br | i
CC(=O)c1ccc2c(c1)OCCOCCOc1ccccc1OCCOCCO2 | u
O=C(NCC(=O)N(Cc1ccccn1)CC1CCCO1)c1ccccc1 (centres undefined) | i
COc1cccc(-c2nnc(SCC(=O)NC(C)c3ccccc3)n2-c2ccccc2)c1 (centres undefined) | i
COC(=O)COc1ccc2c(=O)c(-c3ccc(Cl)cc3)coc2c1 | i
O=C1c2cccc([N+](=O)[O-])c2C(=O)N1CN1CCCCC1 | i
Cc1ccc(NC(=O)c2cnn3c(C(F)(F)F)cc(-c4ccco4)nc23)c(C)c1 | i
O=C1CSC(c2ccc(OC(F)F)cc2)N1c1ccc(Br)cc1 (centres undefined) | i
O=C(CCCn1cnc2ccccc2c1=O)N1CCCCC1CCO (centres undefined) | i
O=C1c2ccccc2C(=O)N1CCCC(=O)N1CCc2ccccc21 | i
COc1ccc2nc(NC(=O)Nc3ccc(Cl)cc3)sc2c1 | i
Cc1noc(C)c1S(=O)(=O)N1CCC(C(=O)NC2CCCC2)CC1 | i
C=CCSC(C)C(=O)N1CCOc2c(O)cc(-c3cccnc3)cc2C1 (centres undefined) | u
Cn1nc(-c2ccc(Cl)cc2)c2cc(C(=O)NCc3ccc4c(c3)OCO4)sc21 | i
N#C/C(=C\c1ccc(O)c(Br)c1)c1nc(-c2cccc([N+](=O)[O-])c2)cs1 | u
C=C(C)C1CCC2(C)OC(=O)N(Cc3ccccc3)C12C (centres undefined) | u
Fc1ccc(Nc2nc(-c3ccccc3)cs2)cc1 | i
CCOc1ccc(C2C(N3C(=O)c4ccccc4C3=O)C(=O)N2c2cccc(Cl)c2)cc1 (centres undefined) | u
CC(=O)CSc1nnc(-c2ccc(Br)cc2)o1 | i
Cc1nn(Cc2ccccc2)c(C)c1[C@@H]1C=C[C@@H](NC(=O)c2ccco2)C1 | u
Cc1ccc(S(=O)(=O)Cc2noc([C@@H]3C[C@@H](O)CN3Cc3ccc(S(C)(=O)=O)cc3)n2)cc1 | i
N#Cc1cc([N+](=O)[O-])cnc1Sc1ccccc1 | 32%*
Cc1cccc(OCCOCCOc2ccccc2/C=C2\C(=O)NN(c3ccccc3)C2=O)c1 | u
N#CCSC1=Nc2ccccc2C2=NC(c3ccccc3)C(=O)N12 (centres undefined) | i
CN(C(=O)Nc1ccccc1)C1CCS(=O)(=O)C1 (centres undefined) | i
Cc1cccc(-c2nnc(-c3nc(NCCc4c(C)noc4C)c4ccccc4n3)o2)c1 | i
CCN1CCCC1CNC(=O)c1cn(CCOC)c(=O)c2c1c1ccccc1n2C (centres undefined) | i
O=C(COc1ccc2ccccc2c1)NCCSc1c[nH]c2ccccc12 | i
CC1CC(=O)N(Cc2ccccc2F)c2ccccc2S1 (centres undefined) | i
CCOC(=O)C1C(=O)C=C(c2cccs2)CC1c1cccc(OC)c1OC (centres undefined) | i
Nc1ccc(Cl)c(NC(=O)CC(=O)c2ccccc2)c1 | i
CCC(=O)N1c2ccc(S(=O)(=O)NCC(=O)NC3CCCC3)cc2CC1C (centres undefined) | u
CS(=O)(=O)N1CCN(C/C=C/c2ccccc2)CC1 | u
COc1ccc(Nc2c(-c3ccc(N(C)C)cc3)nc3cnccn23)cc1 | u
c1csc(C2Nc3ccccc3-c3nc4ccccc4n32)c1 (centres undefined) | i
N[C@@H]1CC[C@@H](NC(=O)CCCc2cn[nH]c2)C1 | i
O=S(=O)(N=S(=O)(/C=C/c1ccccc1)c1ccccc1)c1ccccc1 (centres undefined) | i
Cc1cccc(NC(=O)Cc2ccc([N+](=O)[O-])cc2)c1 | i
COc1ccc(/C=C2/C(=O)N(c3ccccc3)N=C2C)cc1Br | u
CCC1CCCCN1S(=O)(=O)c1ccc2[nH]c(=O)cc(C(=O)NC3CCCC3)c2c1 (centres undefined) | i
CCC(Sc1nnnn1-c1ccccc1)C(=O)Nc1ccc([N+](=O)[O-])cc1 (centres undefined) | u
C=CCNC(=O)CN(c1ccc(F)cc1)S(=O)(=O)c1ccccc1 | i

Entries listed so far that contain two or more sulfur atoms (9):
SMILES | ST2 inh
COc1ccccc1C1SCCN1S(=O)(=O)c1ccccc1 (centres undefined) | i
Cc1cc(C)nc(SCC(=O)N=C2NC(=O)CS2)n1 | i
Cc1nnc(SCC(=O)Nc2ccccc2Br)s1 | i
COc1ccc(N(C)C(=O)CNS(=O)(=O)c2cccs2)cc1 | i
CCSc1nnc2c(n1)OC(c1ccc(C)s1)N(C(C)=O)c1ccccc1-2 (centres undefined) | i
Cc1ccc(C(=O)CSc2nc3ccccc3c(=O)n2-c2ccccc2)s1 | i
CCc1sc2sncc2c1Br | i
Cc1ccc(S(=O)(=O)Cc2noc([C@@H]3C[C@@H](O)CN3Cc3ccc(S(C)(=O)=O)cc3)n2)cc1 | i
O=S(=O)(N=S(=O)(/C=C/c1ccccc1)c1ccccc1)c1ccccc1 (centres undefined) | i

Some of the compounds tested; the hit share may differ from the screen's.
